NPY-Y2 PAM-ag: potentiates or activates human NPY-Y2 receptor; P49146; 0.45% of 220,000 active; cells expressing NPY-Y2, potentiator/agonist read-out; activation, % at 3.6 µM; AID 1359; in the data active means activation above about 27%;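 further: cells stimulated with NPY near EC25 plus isoproterenol at EC100; 0% = vehicle plus submaximal agonist and 100% = vehicle plus saturating agonist; some results beyond the cut were filed as inactive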
Target sequence (P49146 whole entry, looked up): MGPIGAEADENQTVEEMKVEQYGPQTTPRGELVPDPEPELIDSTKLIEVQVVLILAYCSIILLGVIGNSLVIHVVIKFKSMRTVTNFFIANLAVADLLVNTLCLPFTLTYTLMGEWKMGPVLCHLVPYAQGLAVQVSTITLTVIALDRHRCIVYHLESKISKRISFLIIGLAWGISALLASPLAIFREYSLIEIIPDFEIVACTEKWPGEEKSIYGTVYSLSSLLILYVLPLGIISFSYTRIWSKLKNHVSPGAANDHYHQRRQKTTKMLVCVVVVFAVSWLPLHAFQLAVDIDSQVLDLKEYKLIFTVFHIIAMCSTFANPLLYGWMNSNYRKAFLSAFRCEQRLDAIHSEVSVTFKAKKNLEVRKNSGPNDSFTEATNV
S1P4 antagonist: human S1P4 receptor antagonism | AID 1510 | S1P4-expressing cells, antagonist mode, reporter read-out | 0.26% of 220,000 active | inhibition, % at 4.98 µM | O95977; in the data active means inhibition above about 29%;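 further: 0% = wells stimulated with agonist and 100% = vehicle wells without agonist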
Target sequence (O95977 whole entry, looked up): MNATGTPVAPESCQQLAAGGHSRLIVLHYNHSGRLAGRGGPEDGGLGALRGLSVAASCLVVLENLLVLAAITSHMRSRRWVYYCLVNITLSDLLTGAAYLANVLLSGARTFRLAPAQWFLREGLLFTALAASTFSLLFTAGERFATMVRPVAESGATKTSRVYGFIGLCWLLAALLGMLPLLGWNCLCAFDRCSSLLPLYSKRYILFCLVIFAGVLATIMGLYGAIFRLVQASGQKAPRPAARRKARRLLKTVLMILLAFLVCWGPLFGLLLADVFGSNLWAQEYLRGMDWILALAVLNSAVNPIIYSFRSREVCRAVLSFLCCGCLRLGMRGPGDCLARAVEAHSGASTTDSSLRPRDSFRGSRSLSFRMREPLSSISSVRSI
NPY-Y1 PAM-ag: potentiates or activates human NPY-Y1 receptor; P25929; activation, % at 3.6 µM; NPY-Y1 expressing cells, potentiator/agonist activation; 0.37% of 220,000 active; in the data active means activation above about 33%, passing the limit was not always enough;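 further: cells stimulated with NPY at EC10 then isoproterenol at EC100; 0% = low agonist plus stimulus and 100% = saturating agonist plus stimulus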
S1P4 agonist: agonists of human S1P4 receptor | O95977 | S1P4-expressing cell line, agonist reporter assay | activation, % at 4.98 µM | 0.35% of 220,000 active | AID 1509; in the data active means activation above about 11%;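 further: 0% = DMSO vehicle and 100% = reference agonist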
CHOP inh: inhibitors of CHOP induction in ER stress response; CHO-K1 CHOP-promoter luciferase, tunicamycin-induced, 15-18 h; inhibition, % at 10 µM; 3.8% of 220,000 active; AID 2732;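 active means compounds that reduced the stress-induced luciferase reporter signal by more than about 70% of percent inhibition, limit read from the data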;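 further: 0% = tunicamycin plus vehicle and 100% = wells without tunicamycin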
NCF1 inh: p47phox (human) inhibition; p47phox/p22phox peptide binding, fluorescence polarization, 2 h; inhibition, % at 24.7 µM; P14598; 0.53% of 220,000 active; AID 1274;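 active means inhibition above about 30%, limit read from the data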;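 further: 0% = p47phox with labelled peptide and 100% = labelled peptide alone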
Ba/F3 V617F tox: lowers viability of Ba/F3 cells expressing EpoR and JAK2V617F; ATP luminescence; inhibition, % at 5.6 µM; 1.1% of 220,000 active; AID 1446;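 active means inhibition above the campaign mean plus 3 SD over all tested compounds, cut at about 24% in these data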;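 further: cytokine-independent growth of Ba/F3 cells driven by EpoR plus mutant JAK2; 0% = DMSO-treated cells and 100% = JAK inhibitor I control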
NPY Y1 blocker: antagonists of human neuropeptide Y receptor Y1 | HEK293-CNG Y1 cells, membrane potential fluorescence; NPY at EC95, then isoproterenol | 1% of 200,000 active | inhibition, % at 3.6 µM;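 active means inhibition above the campaign mean inhibition of all tested compounds plus 3 SD, cut at about 20% in these data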;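 further: 0% = DMSO wells given NPY plus isoproterenol and 100% = isoproterenol alone without NPY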
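System: HEK293 cells with Y1 receptor plus CNG channel / Probe or stimulus: NPY 25 nM then isoproterenol 1 µM plus Ro 20-1724 25 µM / Compound: one concentration, 3.6 µM, in 0.4% DMSO / Schedule: compound incubation 1 h at room temperature, readout 45 min post-stimulation / Measured by: membrane potential fluorescence / Read-out: % inhibition of NPY effect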
BaF3 parental: reduces parental Ba/F3 cell viability, JAK2V617F counter-screen | CellTiter-Glo ATP luminescence | inhibition, % at 5.6 µM | 1.1% of 220,000 active | AID 1486;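 active means inhibition above a per-campaign cutoff, the mean inhibition of all tested compounds plus 3 SD, cut at about 27% in these data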;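 further: 0% = DMSO wells and 100% = JAK Inhibitor I control wells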
An asterisk follows results filed as active; nt = not tested or not shown; & = joins results of further samples.

SMILES | NPY-Y2 PAM-ag | S1P4 antagonist | NPY-Y1 PAM-ag | S1P4 agonist | CHOP inh | NCF1 inh | Ba/F3 V617F tox | NPY Y1 blocker | BaF3 parental
COc1ccccc1C1(O)CC2CCC(C1)N2S(=O)(=O)c1ccc(C(C)=O)cc1 (centres undefined) | -8 | 0 | -5 | -3.2 | -8 | -10 | 4 | 6 | -1
Cc1ccc(C2OC(=O)c3ccccc32)cc1 (centres undefined) | 6 | -12 | -20 | 1.5 | -19 | -2 | -1 | 4 | 2
Cc1nn(C)cc1/C=N/NC(=O)Cn1nnc(N)n1 | -9 | -12 | 19 | 2.0 | -8 | -11 | -3 | nt | 0
Cc1ccccc1Oc1ccc(-c2nc(N)nc(N)n2)cc1 | 3 | 1 | 16 | -1.0 | 9 | -9 | 0 | -6 | 0
O=C(O)/C=C\c1cc2c(cc1[N+](=O)[O-])OCO2 | 0 | -12 | -16 | 1.1 | 9 | -15 | -3 | nt | 0
Cc1c(Br)c(=O)[nH]c(=O)n1COCc1ccccc1 | 1 | -35 | -4 | 0.3 | 13 | -21 | -2 | 5 | 2
CCOCCCn1c(=S)[nH]c2cc(C(=O)N3CCOCC3)ccc2c1=O | -14 | 1 | -1 | 0.5 | -4 | -9 | -1 | 6 | 4
COc1ccc(CCNCC(O)Cn2ccc3ccccc32)cc1OC (centres undefined) | -13 | -8 | -6 | 2.4 | 7 | -5 | -2 | nt | 3
CCOC(=O)COc1ccc(S(=O)(=O)Nc2ccc3c(c2)OCO3)cc1 | 7 | 2 | 24 | -0.5 | 15 | -7 | -3 | -6 | -1
Cc1ccc(-c2nn(C(C)(C)C)c3ncnc(NS(=O)(=O)c4ccc([N+](=O)[O-])cc4)c23)cc1 | 3 | 3 | 3 | -1.4 | 50 | -14 | -4 | 5 | -2
O=[N+]([O-])c1cc2c(cc1Br)CCN2 | -19 | 3 | -8 | 0.9 | 1 | -12 | 3 | 6 | 8
CCOC(=O)Cc1csc(NC(=O)CSc2nnnn2-c2ccc(C)cc2C)n1 | 15 | -6 | 19 | 1.1 | 24 | -5 | -5 | -4 | -1
COc1cc(CC(=O)Nc2ccc(N3CCOCC3)cc2)cc(OC)c1OC | -3 | 10 | -4 | -0.9 | 8 | -7 | -2 | -6 | 5
CC(=O)c1c(C(C)=O)c(C)n(NC(=O)c2cccnc2)c1C | -19 | -4 | 26 | 0.5 | 14 | 7 | 1 | -1 | 4
CCN(Cc1ccccc1)C(=O)CC1Oc2ccccc2NC1=O (centres undefined) | 2 | 1 | 8 | -1.8 | 9 | 5 | 2 | 0 | 3
CC(C)N(Cc1ccccc1)C(=O)c1cnc2n(c1=O)CCS2 | 6 | -12 | -8 | -2.1 | -6 | -5 | -2 | 1 | 5
FC(F)(F)c1ccccc1NC(=S)N/N=C1\CC2CC=CC12 (centres undefined) | -2 | -12 | -24 | 1.3 | -24 | 6 | 4 | 2 | 11
CCOC(=O)C1(Cc2ccc(OC)cc2)CCN(C(=O)C2CC(=O)N(C3CC3)C2)CC1 (centres undefined) | -5 | -8 | 9 | 1.9 | 6 | -1 | 0 | nt | 1
CC(=O)NC(CCS(C)(=O)=O)C(=O)N1CCc2ccccc21 (centres undefined) | 4 | -35 | 6 | 1.0 | -10 | 4 | -4 | -2 | 2
COc1ccc(-n2c(=S)[nH]c3cc(C(=O)Nc4ccccc4OC)ccc3c2=O)cc1 | -8 | -9 | -6 | -2.1 | -8 | 11 | 2 | -5 | 6
Cc1ccc(-n2ncc3c(NCC4CCCO4)ncnc32)c(C)c1 (centres undefined) | 8 | -11 | -2 | 1.6 | -5 | 4 | -3 | -1 | 0
CN(C)CCCN(C(=O)CCOc1ccccc1)c1nc2c(F)cccc2s1 | 3 | -9 | 10 | -2.6 | 19 | -19 | 25* | 2 | 3
Cc1cc(=O)n2nc(N3CCCC(C(=O)NCCc4ccccc4)C3)sc2n1 (centres undefined) | 0 | 0 | -7 | -0.9 | 9 | -13 | -1 | 3 | 6
COc1ccccc1OCc1nnc(SCC(=O)NCc2ccco2)n1-c1ccccc1 | 6 | 15 | 4 | 1.5 | -4 | 1 | -5 | 3 | 0
N#Cc1c(NC(=O)C2CC(c3c(F)cccc3Cl)=NO2)sc2c1CCC2 (centres undefined) | -10 | -11 | -14 | 0.3 | 27 | -15 | -1 | 11 | 0
CCN(CC)c1ccc(N=Cc2c(C)[nH]c3ccccc23)cc1 | 11 | -7 | 5 | 1.5 | 97* | -6 | 2 | 1 | 8
Cc1ccc(-c2csc3ncnc(-n4nnc5ccccc54)c23)cc1C | -1 | -3 | -29 | -0.6 | 41 | -6 | -1 | 7 | 3
COc1ccc2c(c1)CCN=C2Cc1ccc(OC)c(OC)c1 | 4 | -20 | -11 | -0.5 | 18 | -1 | 1 | -2 | 5
CCc1nnc(NC(=O)CSc2nc(-c3ccccc3)c(-c3ccccc3)o2)s1 | 2 | -11 | 3 | 1.7 | 84* | -20 | -4 | 2 | 2
COC(=O)Nc1nnc(Cc2ccccc2)s1 | -19 | -9 | -26 | -1.6 | 0 | -7 | 4 | 3 | 6
CCN(CC)S(=O)(=O)c1cccc(-c2nnc(SCC(=O)N3CCC(C(=O)O)CC3)n2N)c1 | 8 | -23 | 9 | -0.6 | 10 | -10 | -1 | -3 | 4
COc1ccc(-n2c(NN)nc3sc4c(c3c2=O)CCCC4)cc1 | -3 | -17 | -7 | -1.4 | 9 | -2 | 3 | -1 | 12
Cc1ccccc1-n1ncc2c(SCC(=O)NCc3cccs3)ncnc21 | -8 | 13 | -5 | -1.6 | nt | 8 | 2 | 0 | 4
COc1ccc(-c2csc(N3N=C(C)C(C)C3=O)n2)cc1 (centres undefined) | 7 | -32 | 3 | 1.5 | -33 | 4 | -2 | -6 | 2
CCOC(=O)c1cnc2c(-c3cccc(Br)c3)cnn2c1C | 5 | 2 | 13 | 0.5 | 4 | -31 | 2 | 5 | 8
CCN(CC(=O)NCc1cccs1)C(=O)c1ccc(S(=O)(=O)N(C)C)cc1 | 3 | -8 | -6 | 1.6 | 10 | 3 | 2 | 6 | 8
CN(C)S(=O)(=O)c1ccc(NC(=O)c2cccnc2)cc1 | 6 | -5 | 18 | -1.3 | 1 | -20 | -2 | 5 | 4
CC(C)OC(=O)c1cc2c(ccn2C)n1CC(=O)N1CCC(Cc2ccccc2)CC1 | -6 | 6 | 3 | -1.2 | 70* | -17 | 5 | 3 | 8
Cc1ccc(Cl)cc1N1CCN(C(=O)C2CCCN(S(=O)(=O)c3cnc[nH]3)C2)CC1 (centres undefined) | 9 | -9 | -7 | 2.0 | -2 | -2 | -2 | 5 | 1
N/C(=N\OC(=O)CCCN1C(=O)c2ccccc2C1=O)c1ccc(Cl)cc1 | 27 | 8 | 2 | -2.2 | -3 | -8 | -4 | 2 | 3
COc1ccc(NC(=O)CSc2nnc3c4c(nc(-c5ccccc5)n23)CC(C)(C)OC4)cc1 | -4 | -12 | -2 | 0.7 | 21 | -3 | -3 | 0 | -2
Cc1ccc(S(=O)(=O)NC(=O)Nc2ccc(Cl)cn2)cc1 | 7 | -4 | 2 | 1.8 | 24 | -4 | -3 | 7 | -1
O=C(CC1NC(=O)NC1=O)NC1(C(=O)NC2CCCCC2)CCCCC1 (centres undefined) | -4 | -18 | -39 | 1.9 | 17 | -6 | 4 | 0 | 0
CC(C)(C)NC(=O)C(=O)NNC(=O)c1ccccc1Br | 12 | -18 | 10 | 1.0 | -8 | -8 | 1 | 1 | 1
O=C(N1CCOCC1)C1(c2ccccc2)CCCCC1 | -6 | 10 | 3 | 1.0 | 26 | -10 | -4 | 8 | 2
CCn1c(SCC(=O)N/N=C/C(C)=C/c2ccco2)nnc1-c1ccccc1 | -4 | 4 | -10 | 1.1 | 8 | -10 | 2 | 7 | 5
O=[N+]([O-])c1ccc2nc(SCc3cn4cc(Cl)ccc4n3)[nH]c2c1 | -1 | -11 | -18 | -1.5 | 21 | -6 | -1 | 1 | 5
CC(=O)N(C)N1c2ccccc2CCc2ccccc21 | -5 | 4 | 11 | -1.0 | 8 | -8 | 3 | 5 | 4
O=c1c(Cl)c(N2CCN(c3ccc(F)cc3)CC2)cnn1-c1nc2ccccc2s1 | -3 | -9 | 8 | 4.4 | -15 | -1 | 1 | 2 | 7
Cc1ccccc1NC(=O)CSC(N)=O | 16 | -3 | 11 | 3.2 | 24 | -8 | 1 | -10 | 4

The listing continues.
SMILES | NPY-Y2 PAM-ag | S1P4 antagonist | NPY-Y1 PAM-ag | S1P4 agonist | CHOP inh | NCF1 inh | Ba/F3 V617F tox | NPY Y1 blocker | BaF3 parental
CC1CCN(CC(=O)Nc2ccccc2C(=O)c2ccccc2)CC1 | -9 | -6 | 7 | -1.1 | 33 | 1 | -1 | -1 | 3
Cc1[nH]c2ccccc2c1C(C[N+](=O)[O-])c1ccco1 (centres undefined) | 20 | 2 | 8 | 0.6 | 20 | -7 | 2 | 8 | 7
COc1ccc(C2c3ccc(O)cc3Oc3ncn4nc(-c5ccccn5)nc4c32)cc1OC (centres undefined) | 8 | -15 | -9 | 2.2 | 21 | -24 | 3 | nt | 1
CC(C)NC(=O)C1(c2ccccc2)CCOCC1 | -4 | -6 | 10 | 0.3 | -8 | -3 | -1 | 2 | 0
COc1ccc(S(=O)(=O)Nc2nnc(C(C)(C)C)s2)cc1 | -14 | -7 | -10 | -0.8 | 26 | -8 | 5 | 0 | 2
CCOC(=O)C1CCN(C=Nc2cc(C)on2)CC1 | 25 | -7 | 7 | 1.7 | 9 | 3 | -6 | -2 | 2
Cc1ccc(NC(=S)NNC(=O)c2cn(C)nc2C)cc1 | 6 | 3 | -7 | -1.2 | 18 | 1 | 1 | 7 | 3
CC(C)N(C(=O)C(=O)c1cccn1-c1ccccc1C#N)C(C)C | 7 | -10 | 7 | 1.9 | 17 | -12 | -2 | 2 | 5
CC(=O)Nc1ccc(NS(=O)(=O)c2cc(C)sc2C)cc1 | 4 | 7 | 3 | 0.7 | -6 | -3 | -4 | 1 | 0
CC(C)(C)c1ccc(S(=O)(=O)Nc2cccnc2)cc1 | -21 | -7 | 10 | -6.2 | 34 | -5 | 0 | -4 | 2

3 structures out of the list, ordered by formula weight, high to low:
SMILES | NPY-Y2 PAM-ag | S1P4 antagonist | NPY-Y1 PAM-ag | S1P4 agonist | CHOP inh | NCF1 inh | Ba/F3 V617F tox | NPY Y1 blocker | BaF3 parental
COc1ccc(S(=O)(=O)Nc2nnc(C(C)(C)C)s2)cc1 | -14 | -7 | -10 | -0.8 | 26 | -8 | 5 | 0 | 2
Cc1ccc(NC(=S)NNC(=O)c2cn(C)nc2C)cc1 | 6 | 3 | -7 | -1.2 | 18 | 1 | 1 | 7 | 3
CC(C)NC(=O)C1(c2ccccc2)CCOCC1 | -4 | -6 | 10 | 0.3 | -8 | -3 | -1 | 2 | 0

Following part.
SMILES | NPY-Y2 PAM-ag | S1P4 antagonist | NPY-Y1 PAM-ag | S1P4 agonist | CHOP inh | NCF1 inh | Ba/F3 V617F tox | NPY Y1 blocker | BaF3 parental
FC(F)(F)c1cc(-c2ccco2)nc(-n2nc(C(F)(F)F)cc2C2CC2)n1 | -5 | -7 | -31 | 1.3 | 32 | -4 | -3 | 21* | 1
CC(=O)NC(Cc1ccccc1)C(=O)N1CCN(C(=S)NCC(C)C)CC1 (centres undefined) | 5 | -9 | 6 | -0.3 | 16 | 3 | 0 | -4 | 4
OCCN(CCO)c1nc(N2CCCCC2)c2nc(N(CCO)CCO)nc(N3CCCCC3)c2n1 | 1 | -2 | -25 | 1.3 | 22&6 | 0 | 3 | -2 | 7
Cc1cc(C)cc(OC(C)c2ccnc3nc(/N=C/N(C)C)nn23)c1 (centres undefined) | -5 | 10 | 4 | -4.0 | 3 | -1 | 5 | 6 | 1

Compound activity from PubChem.
